RAD54 branch: inhibitors of human RAD54 branch migration, primary screen, biochemical, fluorescence, single point. DNA repair and recombination protein RAD54-like (Homo sapiens), Q92698. RAD54 Holliday junction branch migration, FAM/BHQ fluorescence. inhibition, % at 10.4 µM. actives 0.14% (n = 360,000). AID 602329, 2012;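 active = mean normalized replicate activity at least 40 and at least half of replicates scoring 40 or more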;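 also: 0% = median of neutral control wells and 100% = median of positive control wells; inhibitors cause a drop in the FAM fluorescence signal; in these data hits start at about 50%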
S100A4 MyoIIA: inhibitors of S100A4-myosin IIA peptide binding, primary screen, biochemical, fluorescence polarization, TAMRA-MyoIIA peptide. Protein S100-A4 (Homo sapiens), P26447. inhibition, % at 10.7 µM. actives 0.14% (n = 360,000);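 active = mean inhibition of at least 70% across replicates, with every replicate also reaching that level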
Target sequence (P26447 whole entry, looked up): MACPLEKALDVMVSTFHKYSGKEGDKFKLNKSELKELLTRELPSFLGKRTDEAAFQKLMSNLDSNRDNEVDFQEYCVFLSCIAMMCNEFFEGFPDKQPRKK
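Material: human S100A4 monomer with TAMRA-labelled myosin IIA peptide; buffer or medium: HEPES pH 7.2 with CaCl2, KCl, NaCl, DTT, Triton; compound dosing: one concentration per compound; schedule: 5 min incubation before reading; benchmarks: neutral control DMSO, positive control TFP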
Xi reactivation: activators of inactive X chromosome reactivation, primary screen, imaging, XiGFP fibroblasts, GFP high-content imaging, set 2 | activation, % at 7.58 µM | actives 0.055% (n = 360,000) | XiGFP mouse fibroblasts, % GFP-positive cells imaging, 3 d; cells co-treated with 5-aza-dC sensitizer; scaled so ellipticine positive control = 100%;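 active = mean normalized replicate activation at least 10% and every replicate at or above 10%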;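 also: 0% = median of on-plate neutral control wells and 100% = ellipticine 6 µM median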
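Schedule: 3 d treatment, 15 min room-temperature fixation; system: 68-5-11 XiGFP fibroblast line; buffer or medium: DMEM plus 5-aza-dC sensitizer; control set: ellipticine 6 µM positive control; compound: one concentration, pinned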
RAD52 anneal inh: RAD52 DNA annealing inhibitors, primary screen, biochemical, FRET, single point, set 2 | DNA repair protein RAD52 homolog (Homo sapiens), P43351 | recombinant RAD52 DNA annealing, FRET fluorescence | inhibition, % at 18.7 µM | actives 0.46% (n = 360,000) | AID 651710, 2012;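 active = every replicate showing at least 50% inhibition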
ERAP1 inh: human ERAP1 aminopeptidase inhibitors, primary screen, biochemical, single point, plate reader; recombinant ERAP1, Leu-AMC fluorescence, 60 min; inhibition, % at 10.7 µM; actives 0.15% (n = 340,000); AID 652197, 2013;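 active = mean replicate inhibition of at least 30%, or all replicates individually reaching that 30% level; inactive = mean below 30% and not every replicate reaching it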;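 also: 0% = neutral control wells and 100% = L-leucinethiol positive control wells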
Target sequence (Q9NZ08 whole entry, looked up): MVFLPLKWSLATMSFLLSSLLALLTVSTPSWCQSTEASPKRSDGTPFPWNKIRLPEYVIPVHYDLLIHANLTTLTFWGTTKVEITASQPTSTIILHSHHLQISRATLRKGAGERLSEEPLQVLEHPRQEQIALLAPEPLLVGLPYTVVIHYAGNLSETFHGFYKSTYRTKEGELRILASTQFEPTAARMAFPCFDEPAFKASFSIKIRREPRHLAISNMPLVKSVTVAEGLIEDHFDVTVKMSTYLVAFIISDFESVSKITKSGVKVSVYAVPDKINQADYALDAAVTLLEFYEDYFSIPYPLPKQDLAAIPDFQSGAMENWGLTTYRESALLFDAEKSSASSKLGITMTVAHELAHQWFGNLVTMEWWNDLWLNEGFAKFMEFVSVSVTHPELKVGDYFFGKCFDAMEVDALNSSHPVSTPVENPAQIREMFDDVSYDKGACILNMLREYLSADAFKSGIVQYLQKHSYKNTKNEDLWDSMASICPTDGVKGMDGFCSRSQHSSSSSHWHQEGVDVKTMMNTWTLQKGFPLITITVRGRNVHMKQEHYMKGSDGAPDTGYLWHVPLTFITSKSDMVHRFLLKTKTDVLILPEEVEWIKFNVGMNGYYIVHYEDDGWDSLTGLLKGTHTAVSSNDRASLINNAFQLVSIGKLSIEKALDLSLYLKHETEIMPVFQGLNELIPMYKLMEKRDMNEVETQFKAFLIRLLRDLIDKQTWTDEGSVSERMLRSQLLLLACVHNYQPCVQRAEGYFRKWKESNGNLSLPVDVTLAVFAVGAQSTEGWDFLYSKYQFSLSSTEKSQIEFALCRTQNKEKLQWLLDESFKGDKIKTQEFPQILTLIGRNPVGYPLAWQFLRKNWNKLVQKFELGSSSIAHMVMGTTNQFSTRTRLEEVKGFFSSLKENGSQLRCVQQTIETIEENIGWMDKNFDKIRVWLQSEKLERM
ERp5 inh: inhibitors of ERp5-driven insulin aggregation, primary screen, biochemical, turbidity, absorbance 650 nm, single point; 90 min; inhibition, % at 9.99 µM; actives 0.05% (n = 350,000); AID 651711, 2012;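 active = mean replicate inhibition above about 25%, with every replicate also reaching it, limit read from the data, passing the limit was not always enough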
E-selectin induc: E-selectin induction in HUVECs, primary screen, imaging, HUVEC, immunofluorescence imaging, single point. P16581. normalized: neutral wells 0, TNF-alpha wells 100. activation, % at 7.58 µM. actives 0.37% (n = 260,000). AID 686992, 2013;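 active = mean E-selectin-positive cell signal at least 10% of the positive control, reached in at least 60% of replicates, without over 20% cell loss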;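 also: in these data hits start at about 27%; measured in HUVEC primary endothelial cells; signal is the percent of cells scored E-selectin positive by PE staining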
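assay system = HUVEC, human umbilical vein endothelial cells | input = 3,000 HUVEC seeded per well | medium = EGM-2 growth medium on 0.1% gelatin-coated wells | dosing = one compound dose added by pin transfer | signal = immunofluorescence imaging | read-out basis = % PE-positive cells | control set = TNF-alpha, DMSO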
esBAF inh: Bmi1 luciferase reporter increase in mESCs, primary screen, esBAF inhibitor project, mouse ES cells, Bmi1 luciferase knock-in, single point | 24 h; 100% = twice the neutral-well signal | actives 2% (n = 350,000) | reporter increase, % at 12.5 µM; in the data active = activation above about 40%;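 also: 0% = median of the plate's neutral control wells and 100% = double that signal; a rise in the Bmi1 reporter signal indicates esBAF inhibition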
Numbers without * were called inactive; · = not tested or not shown; & = joins results of further samples.

SMILES | RAD54 branch | S100A4 MyoIIA | Xi reactivation | RAD52 anneal inh | ERAP1 inh | ERp5 inh | E-selectin induc | esBAF inh
O=C(/C=C/c1ccco1)Nc1scc(-c2ccccc2)c1C(=O)O | 1 | 0 | 0.2 | -22 | 12 | 2 | -0.2 | ·
CCOC(=O)C1=C(O)C(=O)N(Cc2cccnc2)C1c1ccc(OC)cc1 (stereo unspecified) | · | -1 | 0.6 | -10 | 0 | -7 | · | ·
Cc1ccc(C)c(OCC(=O)Nc2cc(C(=O)O)cc(C(=O)O)c2)c1 | · | -2 | 0.2 | -4 | 1 | 2 | 0.0 | ·
COCC(=O)N1CCC(Oc2ccc(C(=O)NCc3cc(C)no3)cc2)CC1 | -13 | -25 | 0.4 | -13 | 1 | -2 | · | -7
COc1ccc(/C(C)=N\NC(=O)C(c2ccncc2)N2CCOCC2)cc1 (stereo unspecified) | -2 | -1 | 0.2 | -2 | 0 | 1 | · | ·
Cc1ccc(NC2CCCN(C(=O)CCN3CCCCO3)C2)cc1C (stereo unspecified) | 14 | 9 | 0.1 | -4 | -2 | 6 | -1.0 | -10
O=S1(=O)CC(N2CCSCC2)CN1Cc1cn(Cc2ccc(Cl)cc2)nn1 (stereo unspecified) | · | -3 | 0.0 | -8 | · | 0 | 0.0 | ·
CCN(CC)C(=O)[C@H]1CC(CC(=O)NCc2ccco2)C(=O)N2CCc3c([nH]c4ccc(OC)cc34)[C@]12C (stereo partly specified) | -3 | -3 | · | -11 | -1 | 1 | 2.6 | -3
COc1ccc(/C=C2\SC(=O)N(CC(=O)NCCC(C)C)C2=O)cc1OC | 3 | 0 | 0.0 | -22 | 0 | · | · | ·
CNC[C@H]1Oc2cc(-c3cccc(C(=O)N(C)C)c3)ccc2S(=O)(=O)N([C@@H](C)CO)C[C@H]1C | 10 | -9 | -0.5 | -16 | -1 | 13 | 0.0 | -2
CCCC(C)C(=O)Nc1cc(S(=O)(=O)N2CCCCC2)ccc1N1CCOCC1 (stereo unspecified) | -15 | -8 | -0.1 | 12 | 0 | 6 | 0.3 | -8
CC(=O)C1=CCC(c2ccccc2)N(Cc2ccccc2)C1 (stereo unspecified) | · | -4 | 0.0 | -116 | -3 | 1 | 0.5 | ·
Cc1noc(C)c1NC(=O)N(C)C[C@H]1Oc2ccc(NC(=O)Cc3ccccc3)cc2C(=O)N([C@@H](C)CO)C[C@H]1C | 0 | -2 | 0.1 | -5 | -3 | 0 | -4.1 | 1
C/C(=N/NC(=O)c1ccc(C(C)(C)C)cc1)c1ccccn1 | -3 | -2 | 0.3 | -27 | · | 4 | -0.2 | ·
CCOc1cc(CNc2ccc(OC)cc2)cc(Br)c1OCC(=O)NC(C)(C)C | 1 | 1 | · | -11 | -1 | -2 | · | 12

A second format for some results above:
Results follow in this order: RAD54 branch | S100A4 MyoIIA | Xi reactivation | RAD52 anneal inh | ERAP1 inh | ERp5 inh | E-selectin induc | esBAF inh
CCOC(=O)C1=C(O)C(=O)N(Cc2cccnc2)C1c1ccc(OC)cc1 (stereo unspecified)
 : · | -1 | 0.6 | -10 | 0 | -7 | · | ·
Cc1ccc(NC2CCCN(C(=O)CCN3CCCCO3)C2)cc1C (stereo unspecified)
 : 14 | 9 | 0.1 | -4 | -2 | 6 | -1.0 | -10

Going on with the list:
SMILES | RAD54 branch | S100A4 MyoIIA | Xi reactivation | RAD52 anneal inh | ERAP1 inh | ERp5 inh | E-selectin induc | esBAF inh
O=C(Nc1nccs1)c1ccc(COc2c(F)c(F)cc(F)c2F)cc1 | -8 | 1 | 0.0 | -19 | 1 | 6 | 0.2 | 27
Cc1ccc2nc(Nc3ccccc3O)nc(-c3ccccc3)c2c1 | -2 | -16 | · | -8 | 0 | -8 | · | -3
COc1ccccc1/C=N/NC(=O)c1ccccc1Cl | · | 0 | 0.3 | -9 | -3 | 3 | · | ·
COc1cccc(CN(CC(=O)NCc2ccco2)C(=O)CNS(=O)(=O)c2ccccc2)c1 | -3 | 14 | 0.3 | -11 | -2 | 0 | 0.1 | -3
O=C(/C=C/c1ccccc1)NC(=S)Nc1ccccc1O | -1 | -4 | 0.2 | -10 | 0 | 2 | 0.2 | 33
COc1ccc(Sc2cccc(Cl)c2)c(C(=O)O)c1 | · | 0 | -0.1 | -25 | -1 | 2 | 0.0 | ·
COc1ccc(OCC(=O)Nc2c(C(=O)N3CCC(N4CCCCC4)CC3)oc3ccccc23)cc1 | 7 | -22 | 0.0 | -16 | 1 | 3 | · | -3
O=C(c1cnsn1)N1CCC(CO)(Cc2cccc(F)c2)CC1 | -4 | -6 | · | -7 | · | 6 | 0.3 | 70*
COc1ccc(NC(=O)N(C)C[C@@H]2Oc3ccc(N(C)C)cc3C(=O)N([C@@H](C)CO)C[C@H]2C)cc1 | -8 | 14 | -0.3 | 7 | 5 | 2 | -0.1 | 1
COc1ccc(-c2cc(C)no2)cc1S(=O)(=O)N1CCN(c2ccccn2)CC1 | -5 | -2 | 0.0 | -7 | -2 | -2 | · | 9
CCCNC(=O)N1[C@H](CO)[C@@H](c2ccccc2)C12CN(C(=O)C1CCCCC1)C2 | · | 8 | 0.0 | -15 | 3 | 1 | 0.1 | ·
C=CCn1c(CNC(=O)c2ccccc2F)nnc1SCc1nc2ccccc2c(=O)[nH]1 | -5 | -2 | -0.1 | -9 | -2 | 2 | 0.3 | -3
O=c1cc(-c2ccccc2)c2ccc(O)cc2o1 | · | 0 | 0.2 | -8 | · | 3 | 0.1 | ·
Cc1c(Nc2nc(-c3cccc([N+](=O)[O-])c3)cs2)c(=O)n(-c2ccccc2)n1C | 12 | 1 | 0.3 | -3 | 0 | 3 | 5.7 | 8
Cc1noc(C)c1NC(=O)N(C)C[C@H]1Oc2ncc(/C=C/c3ccccc3)cc2C(=O)N([C@H](C)CO)C[C@H]1C | -2 | 3 | -1.6 | 2 | 2 | 5 | -0.1 | 0
COc1ccccc1NC(=O)c1ccccc1SCC(=O)N1CCCC1 | -5 | -7 | 0.0 | -6 | -4 | -8 | 0.1 | 14
COc1ccc(-c2cc(C)no2)cc1S(=O)(=O)NCc1cccc(C)c1 | -1 | 3 | 0.3 | -9 | 1 | -2 | · | 0
CCc1ccc(-c2cc(C(=O)Nn3cnnc3)c3ccccc3n2)cc1 | · | -3 | · | -7 | -5 | -4 | · | ·
C[C@@H]1CN([C@H](C)CO)C(=O)c2cc(NC(=O)Nc3ccccc3)ccc2O[C@@H](C)CCCCO[C@H]1CN(C)Cc1ccc(C(F)(F)F)cc1 | -24 | · | 0.2 | · | · | · | -0.1 | -5
O=C(NCCOc1ccccc1)c1ccccc1F | -1 | -1 | 0.0 | 13 | -5 | 0 | -0.1 | -7
COc1cccc(C(=O)N2C[C@H]3[C@@H](c4ccccc42)[C@@H](CO)N3C(=O)c2cccc(F)c2)c1 | -7 | -1 | -0.1 | -14 | 3 | 0 | 0.2 | -1
CCN1[C@@H]2c3ccc(C4=CCCCC4)c(=O)n3C[C@@H]2[C@@H](CO)[C@@H]1C(=O)NCc1cccc(OC)c1 | -4 | -2 | 0.8 | -12 | 2 | -2 | 0.3 | 3
CC(C)NC(=O)Nc1ccc2c(c1)C(=O)N([C@H](C)CO)C[C@H](C)[C@@H](CN(C)S(=O)(=O)c1cn(C)cn1)O2 | 0&-6 | -5&-3 | 0.0&0.0 | 7&7 | -2&-8 | 14&-4 | -0.1&0.8 | 1&-7
CCNC(=O)C1CCCN(C(=O)c2ccc(C(F)(F)F)cc2)CC1 (stereo unspecified) | -10 | -9 | 0.2 | 0 | -1 | 6 | -0.1 | 0
O=C(C(O)c1ccccc1)N1CCN(S(=O)(=O)c2ccc(F)c(F)c2)CC1 (stereo unspecified) | · | -18 | 0.4 | -5 | -1 | 7 | -0.2 | ·
COC(=O)c1cc2c(ccn2-c2ccc(F)cc2)n1CC(=O)OC(C)C | · | -1 | -0.3 | 3 | 0 | -6 | 3.2 | ·
Cc1nc(-c2cc(-c3nc(-c4ccc(C(F)(F)F)cc4)no3)no2)cs1 | 9 | -3 | 0.2 | -8 | 0 | -9 | · | -3
CCOc1cc(C(C(=O)NCC2CCCO2)N(C(=O)Cn2nnc3ccccc32)c2cccc(OC)c2)ccc1O (stereo unspecified) | 2 | 10 | 0.3 | -11 | 0 | 2 | · | -2
CN1C(=O)c2cc(NS(C)(=O)=O)ccc2OC[C@@H]2O[C@H](CC(=O)NC3CCCCC3)CC[C@@H]21 | 13 | -2 | -0.1 | -4 | 0 | -7 | 1.1 | 0
COc1ccc(Nc2nc(C)nc3c2oc2ccccc23)cc1 | · | -8 | 0.0 | -1 | -2 | -4 | 0.0 | ·
C[C@H]1CN([C@@H](C)CO)S(=O)(=O)c2ccc(-c3ccc(F)cc3)cc2O[C@@H]1CN(C)C(=O)C1CCOCC1 | 3 | -10 | -0.5 | -9 | 2 | 3 | -2.3 | 1
COc1cccc(CNCc2ccc(SC)cc2)c1OC | -2 | -8 | · | 9 | -1 | 2 | · | -5
NS(=O)(=O)c1ccc(NC(=S)NC(=O)c2ccc(-c3ccccc3)cc2)cc1 | 0 | 0 | 0.1 | -11 | -1 | -4 | · | ·
CC(=O)NC[C@H]1[C@H](c2ccc(-c3ccccc3F)cc2)[C@H](CO)N1C(=O)C1CC1 | -5 | -10 | 0.2 | -43 | -4 | -1 | 0.0 | 8
CCCCN1C(=O)C(C(=O)OCC)CC2=C1CCCC2=O (stereo unspecified) | -16 | 1 | 0.2 | -4 | 0 | 4 | 0.1 | -1
Cc1cccc(NC(=O)c2ccc(S(=O)(=O)N3CCOCC3)cc2)n1 | · | 2 | 0.0 | 2 | -3 | 1 | · | ·
C/C=C/c1ccc2c(c1)O[C@@H](CN(C)C(=O)COC)[C@@H](C)CN([C@H](C)CO)S2(=O)=O | -1 | -2 | 0.5 | 3 | 4 | · | -0.4 | 1
CC1(C)Cc2c(sc3ncnc(NN)c23)CO1 | 10 | -5 | 0.0 | -20 | 0 | 7 | · | -7
CC(C)c1ccc(OCC(=O)N(Cc2ccco2)C2CCS(=O)(=O)C2)cc1 (stereo unspecified) | -7 | -9 | 0.1 | -6 | 0 | -6 | 1.1 | -9
CCOC(=O)C1=C(O)C(=O)N(c2ccc(S(N)(=O)=O)cc2)C1c1ccc(OC)cc1 (stereo unspecified) | 3 | -3 | · | 19 | -2 | 2 | · | 0
Cc1ccc(S(=O)(=O)N2CCCCC2)cc1NC(=O)c1ccncc1 | · | -2 | 0.0 | -14 | -2 | 15 | · | -1
COc1ccc(CNC(=O)c2ccc(C(C)C)cc2)cc1 | · | 2 | 0.2 | -7 | 2 | 1 | -1.8 | ·
CCOC(=O)c1cnc(SCCN2CCOCC2)nc1N | -7 | 1 | 0.0 | -2 | 9 | 9 | · | 9
COC(=O)CSc1nnc(CNS(=O)(=O)c2ccc(Br)cc2)n1C | · | -17 | 0.4 | -12 | -2 | 1 | · | ·
CCOc1ccc(CC(=O)NCC(=O)NCc2cc(=O)n(C)c(=O)n2C)cc1 | 9 | -5 | 0.1 | -10 | 0 | 2 | 0.0 | -3

Bioassay records as filed in PubChem.

An unsorted share of the library. Share with any hit: about 2.5%.
